ADAM17 inh: ADAM17 inhibition, QFRET primary screen. recombinant ADAM17, EDANS/DABCYL FRET peptide cleavage. inhibition, % at 6.95 µM. actives 0.83% (n = 370,000). AID 720648;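 active = inhibition above the mean of compounds lying between control limits plus 3 SD, set per campaign, cut at about 8.5% in these data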;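 note: 0% = DMSO-only wells as the low control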
GAA850 FXN act: increases GAA850 frataxin promoter reporter activity; actives 0.56% (n = 360,000); HEK293 lucGAA850 FXN promoter luciferase reporter, 24 h; percent of 10 µM SAHA response; AID 540364; activation, % at 6 µM;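 active = activation above the average of all compounds screened plus 3 SD, cutoff fixed separately per campaign, cut at about 7.5% in these data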;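 note: 0% = DMSO wells and 100% = 10 µM SAHA wells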
hgDAF-12 ag: hgDAF-12 agonism, primary luciferase screen; activation, % at 6.8 µM; HEK293 GAL4-hgDAF12 UAS-luciferase reporter, agonist luminescence; normalized to butyrate control; actives 1.8% (n = 370,000);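 active = activation above a cutoff set at the mean of all screened compounds plus 3 SD, cut at about 10% in these data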;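 note: 0% = DMSO wells and 100% = sodium butyrate wells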
PLC-beta3 inh: blocks human PLC-beta3 enzyme activity | Q01970 | Purified PLC-beta3, fluorogenic substrate, fluorescence | inhibition, % at 12.2 µM | actives 0.18% (n = 370,000); in the data active = inhibition above about 11%;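 note: 0% = median of compound wells on plate and 100% = full blocker control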
sPLA2-III inh: Blocks human group III sPLA2 activity. QFRET BODIPY PC-A2 liposome hydrolysis, fluorescence. inhibition, % at 12.2 µM. actives 0.56% (n = 370,000). AID 743126;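 active = inhibition above mean plus 3 SD of compounds lying within the high and low control bounds, cut at about 19% in these data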;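 note: 0% = median of test compound wells and 100% = no enzyme DMSO wells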
Target sequence (Q9NZ20 whole entry, looked up): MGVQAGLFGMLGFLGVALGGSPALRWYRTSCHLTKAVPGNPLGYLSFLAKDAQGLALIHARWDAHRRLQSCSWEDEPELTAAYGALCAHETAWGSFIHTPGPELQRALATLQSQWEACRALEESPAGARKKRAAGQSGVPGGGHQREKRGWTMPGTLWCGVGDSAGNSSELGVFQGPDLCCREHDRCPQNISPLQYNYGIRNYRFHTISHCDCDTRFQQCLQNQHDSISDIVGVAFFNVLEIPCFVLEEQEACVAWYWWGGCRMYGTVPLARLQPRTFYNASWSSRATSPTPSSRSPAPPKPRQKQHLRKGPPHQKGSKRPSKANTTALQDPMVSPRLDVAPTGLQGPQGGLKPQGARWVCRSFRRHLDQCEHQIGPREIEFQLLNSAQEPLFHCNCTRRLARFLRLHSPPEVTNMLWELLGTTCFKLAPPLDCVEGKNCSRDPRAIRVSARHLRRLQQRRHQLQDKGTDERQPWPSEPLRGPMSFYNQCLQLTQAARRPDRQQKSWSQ
hcDAF-12 act: activators of H. contortus DAF-12 nuclear receptor; activation, % at 6.8 µM; actives 1.4% (n = 370,000); HEK293 hcDAF-12 lit1-tk-luc reporter, luminescence; 0% DMSO, 100% Δ7-dafachronic acid;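 active = activation above the mean of all tested compounds plus 3 SD, cut at about 5.5% in these data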;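 note: 100% = response to 3 µM Δ7-dafachronic acid high control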
DAX1 inh-1: DAX1 (NR0B1) inhibition, primary screen; inhibition, % at 6.8 µM; AID 652010; HEK293T StAR-luciferase reporter, SF-1/DAX-1 repression relief; actives 1.1% (n = 370,000);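 active = inhibition above the mean over all tested compounds plus 3 SD, cut at about 3.6% in these data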;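 note: 0% = DAX-1 cells with DMSO and 100% = cells lacking DAX-1 with DMSO; higher inhibition means more luminescence from relief of DAX-1 repression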
ssDAF-12 act: S. stercoralis DAF-12 activation, primary screen; activation, % at 6.8 µM; actives 1% (n = 370,000); HEK293 ssDAF-12/GRIP1 lit1-tk-luc reporter, luminescence; % of 3 µM dafachronic acid response;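 active = activation above the mean over all tested compounds plus 3 SD, cut at about 0.9% in these data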;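 note: 0% = DMSO-only wells and 100% = 3 µM delta7-dafachronic acid wells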
PLCg1 inh: inhibitors of human phospholipase C gamma1; purified PLC-gamma1, fluorogenic substrate, fluorescence; AID 720700; inhibition, % at 12.2 µM; actives 0.84% (n = 370,000); P19174; in the data active = inhibition above about 9.5%
DAX1 inh-2: NR0B1 (DAX1) inhibition; HEK293 Gal4-DAX1 luciferase reporter, luminescence; inhibition, % at 6.75 µM; actives 0.99% (n = 340,000); AID 504766;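 active = inhibition above the mean over all tested compounds plus 3 SD, cut at about 4.2% in these data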;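 note: 0% = DAX1-transfected cells with DMSO and 100% = empty-vector control cells with DMSO; inhibition shows as a rise in luminescence from relieved DAX1 repression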
Target sequence (P51843 207-470 limits assumed): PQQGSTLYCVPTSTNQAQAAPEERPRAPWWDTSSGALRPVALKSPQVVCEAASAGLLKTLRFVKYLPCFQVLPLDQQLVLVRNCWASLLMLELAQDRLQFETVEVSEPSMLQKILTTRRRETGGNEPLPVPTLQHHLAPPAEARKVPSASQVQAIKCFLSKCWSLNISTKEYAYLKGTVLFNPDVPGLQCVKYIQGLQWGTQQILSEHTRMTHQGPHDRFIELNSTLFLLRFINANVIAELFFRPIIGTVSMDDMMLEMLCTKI
ADAM10 inh: inhibits human ADAM10; recombinant ADAM10, EDANS/DABCYL FRET peptide cleavage, 3 h; AID 720582; inhibition, % at 7 µM; O14672; actives 0.62% (n = 370,000);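 active = inhibition above a per-campaign cutoff equal to the mean of compounds falling between control-based bounds plus 3 SD, cut at about 20% in these data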;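 note: 0% = DMSO wells while the 100% control is not disclosed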
An asterisk follows results filed as active; i = inactive; · = no result given. The order is random; any-hit rate near 6.9%.

SMILES | ADAM17 inh | GAA850 FXN act | hgDAF-12 ag | PLC-beta3 inh | sPLA2-III inh | hcDAF-12 act | DAX1 inh-1 | ssDAF-12 act | PLCg1 inh | DAX1 inh-2 | ADAM10 inh
CCCCN(C)C(=O)CCC(=O)Nc1ccc2nc(N3CCOCC3)cc(C)c2c1 | -315 | 2.3 | 7.0 | -116 | -1 | 2.6 | 1.4 | -0.1 | -92 | 1.1 | i
O=C(COc1ccccc1O)c1cccs1 | -2 | -0.5 | 0.6 | 2 | -20 | -1.5 | -0.5 | -0.8 | 0 | 0.3 | 2
CC(C)[C@H](NC(=O)NCc1cccs1)C(=O)O | 2 | -0.9 | -1.7 | 1 | 3 | 0.2 | 0.0 | -1.2 | 3 | 1.8 | -5
CCn1cc(C(=O)OCC(=O)Nc2cccc(C)c2)c(=O)c2ccc(C)nc21 | -4 | 1.4 | -0.6 | -6 | 1 | -0.6 | -0.2 | -0.9 | -3 | -0.1 | -7
COc1ccc(CCC(=O)N2CCN(c3ccc(OC)cc3)CC2)cc1 | -4 | 0.8 | 2.1 | -3 | -6 | 0.0 | -0.4 | -0.4 | -3 | -0.6 | 3
COc1ccc(NC(=O)CCNC(=O)N2CC(=O)Nc3ccccc32)cc1OC | -7 | -1.5 | 1.1 | 3 | 8 | 0.3 | 1.0 | -0.6 | 1 | 3.2 | -8
COc1ccc(N(CC(=O)N2CCOCC2)S(C)(=O)=O)cc1OC | -2 | 0.6 | 1.4 | -2 | -1 | -0.9 | 0.1 | -1.2 | 1 | 0.2 | 3
COc1ccc(OCCn2cncn2)cc1 | 3 | 1.5 | -3.4 | 6 | 4 | -0.9 | 0.0 | -1.7 | 3 | 1.2 | 7
N#Cc1ccc(NC(=O)COC(=O)c2ccc(F)c(S(=O)(=O)N3CCOCC3)c2)cc1 | -3 | 1.4 | 1.1 | -9 | 6 | -1.7 | 0.1 | -1.3 | 3 | -0.2 | -9
Cc1ccc2nc(-c3ccc(NC(=O)CN(c4ccccc4C)S(C)(=O)=O)cc3)sc2c1 | -132 | 1.3 | 15* | -67 | 3 | 4.1 | 4.8* | 1.0* | -55 | 1.7 | -387
Nc1nnnn1/N=C\c1ccc(Cl)c([N+](=O)[O-])c1 | -4 | 2.7 | -0.9 | 1 | 5 | 0.0 | -0.3 | -1.0 | 1 | -0.1 | 0
O=C(NN=C1CCCC1)c1ccc(Br)cc1 | -5 | -0.3 | -0.5 | -2 | 15 | -2.5 | -0.1 | -1.6 | -1 | 0.4 | 7
Cc1oc2ccc(O)c(CN3CCOCC3)c2c1C(=O)c1ccc(Cl)cc1 | -2 | -3.3 | -1.3 | -1 | -5 | -1.5 | -0.8 | -1.9 | 2 | -1.6 | 4
O=C(NCc1cnc2ccccn12)C1CCC(=O)N(Cc2ccccc2F)C1 (centres undefined) | -11 | 2.2 | 0.9 | -10 | 0 | -1.6 | 2.1 | -1.1 | -5 | -0.3 | -32
CN1C[C@@H]2[C@@H]3C(=O)N(Cc4ccccc4)C(=O)[C@@H]3[C@](Cc3ccccc3)(C1=O)N2C(=O)c1ccc(Cl)c(Cl)c1 | -1 | -1.0 | -1.2 | -4 | 2 | -1.5 | 0.1 | -1.1 | -1 | 3.5 | 4
CC(C)CCc1noc(CN2CCC(CCN3CCCC3=O)CC2)n1 | -5 | 0.8 | 1.7 | -8 | 7 | -1.4 | -0.8 | -1.6 | 2 | 0.0 | 1
NNC(=O)c1cn2ccccc2n1 | -6 | 3.5 | 2.9 | -5 | 7 | -0.4 | 0.5 | -1.5 | 9 | -0.2 | -12
Cc1nc(NC(=O)c2ccc(Br)o2)sc1C | -3 | 3.0 | 10 | -4 | 7 | 2.3 | 2.4 | -0.1 | -4 | 2.2 | 4
COc1ccc(NC(=O)COC(=O)CN2C(=O)NC(C)(C)C2=O)cc1 | 0 | -0.4 | 0.3 | -4 | 7 | 0.6 | 0.2 | -1.1 | -3 | -0.2 | -21
Cc1c(C(c2ccccc2)c2c(C)n(C)n(-c3ccccc3)c2=O)c(=O)n(-c2ccccc2)n1C | -3 | 0.8 | -0.9 | -7 | 3 | -2.4 | -0.4 | -0.9 | 0 | 1.9 | -4
O=C(/C=C/c1ccc(OC(F)F)cc1)OCC(=O)N1CCC(c2ccccc2)=N1 | -1 | -0.3 | -1.7 | 2 | 2 | -1.3 | -0.6 | -1.4 | -1 | -0.4 | -9
CCCS(=O)(=O)N1CCC(C(=O)N2CCOCC2)CC1 | 0 | 0.4 | -2.2 | 3 | 0 | 0.3 | 0.3 | -1.6 | 4 | -1.0 | -2
O=c1cc(NCC2CCCO2)[nH]c(=O)n1-c1ccc(Cl)cc1 (centres undefined) | -1 | 3.0 | -1.2 | -2 | 2 | 0.2 | -0.2 | -1.0 | 2 | -0.5 | -1
NS(=O)(=O)c1ccc(CCNCC(=O)NCc2ccccc2Cl)cc1 | -5 | -1.2 | 1.2 | -2 | 4 | 1.2 | -0.2 | -0.7 | 4 | -0.1 | -3
CC(C)NC(=O)c1noc2cc([N+](=O)[O-])ccc12 | -1 | 0.3 | 2.7 | 3 | 2 | -0.5 | 0.2 | -1.6 | 0 | -0.1 | -5
Cc1ccc(S(=O)(=O)N2CCC(=O)N(C(COCc3ccc(Cl)cc3)C(C)C)CC2)cc1 (centres undefined) | 3 | -2.5 | -1.9 | 1 | -23 | -1.6 | -0.9 | -1.5 | 1 | 1.2 | 8
CC(=O)c1cccc(NC(=O)C(C)OC(=O)CN2C(=O)NC(C)(C)C2=O)c1 (centres undefined) | -4 | 2.8 | -1.1 | -4 | 6 | -1.6 | -1.6 | -1.7 | 1 | 0.2 | -15
O=C1NC(=Nc2ccccc2)SC1(CO)CO | -1 | 1.1 | -2.6 | -5 | 9 | 2.5 | -0.1 | -0.7 | 0 | 1.1 | 2
O=C(C[n+]1ccc(C(=O)NCc2ccccc2)cc1)c1ccc(F)cc1 | -12 | · | 1.3 | -42 | 12 | -0.5 | 0.1 | -1.3 | -25 | · | -27
O=C(CC(=O)OCc1ccccc1)OCc1ccccc1 | 2 | -1.1 | -2.5 | 7 | 4 | 0.4 | -0.2 | -1.1 | 6 | 3.7 | 2

Structures from the list above containing a nitro group on carbon (2):
SMILES | ADAM17 inh | GAA850 FXN act | hgDAF-12 ag | PLC-beta3 inh | sPLA2-III inh | hcDAF-12 act | DAX1 inh-1 | ssDAF-12 act | PLCg1 inh | DAX1 inh-2 | ADAM10 inh
Nc1nnnn1/N=C\c1ccc(Cl)c([N+](=O)[O-])c1 | -4 | 2.7 | -0.9 | 1 | 5 | 0.0 | -0.3 | -1.0 | 1 | -0.1 | 0
CC(C)NC(=O)c1noc2cc([N+](=O)[O-])ccc12 | -1 | 0.3 | 2.7 | 3 | 2 | -0.5 | 0.2 | -1.6 | 0 | -0.1 | -5

(cont.)
SMILES | ADAM17 inh | GAA850 FXN act | hgDAF-12 ag | PLC-beta3 inh | sPLA2-III inh | hcDAF-12 act | DAX1 inh-1 | ssDAF-12 act | PLCg1 inh | DAX1 inh-2 | ADAM10 inh
O=C(CSc1nnc(CNC(=O)c2c(F)cccc2Cl)o1)NCc1ccc(F)cc1 | -2 | -0.4 | -1.1 | -7 | 4 | -1.4 | 0.3 | -1.2 | -2 | 0.2 | 6
COc1ccc(-c2cc(C(F)(F)F)n3nc(C(=O)N4CCCCC4)cc3n2)cc1OC | -6 | 0.1 | 0.3 | -73 | 3 | -1.8 | -0.4 | -1.8 | -58 | -0.3 | -20
CC(=O)Nc1ccc(NC(=O)CSc2nnc3ccc(-c4ccccn4)nn23)cc1 | 5 | -0.4 | -0.5 | -1 | 11 | -0.6 | 0.8 | -0.9 | 8 | 2.4 | -1
CC(=O)Nc1ccc(/C=C/C(=O)c2ccc3c(c2)OCCO3)cc1 | 1 | 0.3 | -2.2 | -24 | -5 | 0.1 | -0.5 | -0.6 | -14 | -0.8 | -1
Cn1c2ccccc2c2nnc(SC3CCOC3=O)nc21 (centres undefined) | -1 | 1.9 | 2.4 | -1 | 1 | 1.0 | 1.1 | -0.6 | 0 | -0.5 | 2
CC(C)(O)C#Cc1ccc(CN2CCN(C3CCCC3)C(CCO)C2)cc1 (centres undefined) | -1 | -0.2 | 1.6 | -9 | 12 | 1.4 | 0.7 | -0.8 | -2 | -1.1 | -4
CCOC(=O)C1CCCN(S(=O)(=O)c2cccc3nsnc23)C1 (centres undefined) | -1 | 1.6 | 1.1 | -2 | 2 | 0.2 | -2.2 | -1.3 | 0 | 0.6 | 4
Cc1cccc(NC(=O)CSc2nnnn2C)n1 | -1 | 0.0 | -0.8 | 4 | 7 | -1.4 | -0.2 | -1.4 | 5 | 0.3 | -2
O=C(COc1ccccc1)N/N=C/c1ccc(O[C@@H]2O[C@H](CO)[C@@H](O)[C@H](O)[C@H]2O)cc1 | -3 | 2.8 | -0.1 | 1 | 0 | -1.1 | -0.2 | -1.0 | 4 | -1.4 | 0
CCOc1ccc(Cl)cc1-c1cc(C(=O)NCC2CCCCC2)[nH]n1 | 1 | 2.7 | 1.3 | 5 | -8 | -1.0 | -0.5 | -1.1 | 1 | · | 2
Cc1ccsc1CNn1cnnc1SCc1ccccc1F | 0 | 1.3 | 0.8 | 2 | -2 | -0.8 | 0.3 | -1.4 | 0 | 0.1 | 6
Cc1ccc(Cc2c(-c3cccc(Br)c3)nc3c(Cl)cc(C(F)(F)F)cn23)cc1 | 2 | · | 0.8 | -37 | 2 | 3.2 | 0.6 | 0.1 | 2 | · | 9
CN(C)CCN1CCN(c2cc(-c3cccc(Cl)c3)nc3ccnn23)CC1 | -115 | 1.6 | 2.6 | -407 | 3 | -1.0 | 0.7 | -1.4 | -312 | · | -407
O=C(NCc1ccccc1)c1ccc(S(=O)(=O)NCc2ccco2)cc1 | -1 | 0.6 | -1.6 | -6 | -9 | 0.1 | 0.5 | -1.2 | -1 | 1.1 | 4
CC[C@@H]1C/C=C\Cc2ccccc2[C@@H](C(=O)C[C@@H](O)CC(C)=O)OC1=O | -2 | -0.7 | -2.4 | -3 | -4 | -0.4 | 0.5 | -1.1 | -1 | -0.9 | -13
COc1ccc(NS(=O)(=O)c2cc(NC(=O)/C=C/c3ccccc3OC)ccc2N2CCCCC2)cc1 | -2 | 1.3 | -0.9 | 1 | 2 | 0.8 | -0.3 | -0.2 | 1 | 0.9 | 0
O=C1[C@H](Cc2ccccc2)NCCCC[C@@H](c2ccc(Cl)cc2)N1Cc1ccccc1 | 3 | -1.2 | -0.2 | 1 | 2 | 0.1 | 0.2 | -1.9 | 16* | -0.4 | 5
O=C(CSc1nnc(-c2cccs2)o1)NCC1CN(Cc2ccccc2)CCO1 (centres undefined) | 0 | 0.9 | 0.1 | -7 | 7 | 0.7 | 0.2 | -1.5 | 0 | -0.6 | -11
COC(=O)c1c(NC(=O)C(C)(C)C)sc2c1C(C(=O)OC)CC2 (centres undefined) | -9 | 3.7 | 2.4 | -5 | 5 | -2.0 | -0.7 | -1.7 | -3 | -0.6 | -30
CC1CCCC(NC(=O)CN2CCN(S(=O)(=O)c3cccs3)CC2)C1C (centres undefined) | -6 | -0.3 | -1.9 | -4 | -2 | -0.2 | -0.2 | -1.5 | -1 | -0.3 | -5
